PTHR1 agonist = qHTS for PTHR1 Agonists: Primary Screen | HEK293 GP2 PTHR1 cells, GloSensor cAMP luminescence, 1 h | hit rate 0.075% among 410,000 | Parathyroid hormone/parathyroid hormone-related peptide receptor (Homo sapiens), Q03431 | Potency, µM (series often up to 115 µM), without a hit: at the highest dose activation, actives largely listed as activators | AID 743266, 2014; note: potency is the fitted concentration of half-maximal effect; nearly all actives have a fitted effect of over 55% in size; some results filed as inactive show a strong effect at the top dose; inactives centre near -15; many of its hits are not listed in these tables
Target sequence (Q03431 whole entry, looked up): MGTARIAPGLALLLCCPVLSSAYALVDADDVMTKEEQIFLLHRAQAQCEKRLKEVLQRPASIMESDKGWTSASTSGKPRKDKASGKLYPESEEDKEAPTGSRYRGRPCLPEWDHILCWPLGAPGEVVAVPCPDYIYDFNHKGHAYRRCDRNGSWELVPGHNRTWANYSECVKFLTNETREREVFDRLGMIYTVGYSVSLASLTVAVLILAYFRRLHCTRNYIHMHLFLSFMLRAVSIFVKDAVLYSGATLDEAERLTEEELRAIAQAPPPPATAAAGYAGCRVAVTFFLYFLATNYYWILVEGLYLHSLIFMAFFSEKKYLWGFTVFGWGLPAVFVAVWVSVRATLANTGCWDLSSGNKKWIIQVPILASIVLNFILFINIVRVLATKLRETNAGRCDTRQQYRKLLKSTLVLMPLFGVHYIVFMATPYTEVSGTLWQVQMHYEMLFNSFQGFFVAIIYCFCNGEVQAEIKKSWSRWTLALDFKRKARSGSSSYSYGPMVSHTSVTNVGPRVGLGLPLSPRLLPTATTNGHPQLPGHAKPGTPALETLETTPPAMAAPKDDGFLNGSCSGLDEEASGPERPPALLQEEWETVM
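HEK-293-derived GP2 cells expressing PTHR1 and a GloSensor cAMP reporter, 3,000/well, plated overnight, given luciferin plus IBMX (each 0.5 mM as added) for 1 h at 37 °C, then compound for 1 h at 37 °C. Luminescence was read after 15 min at room temperature.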
GLP1R inv ag = qHTS of GLP-1 Receptor Inverse Agonists (Inhibition Mode). hit rate 1.6% among 410,000. HEK293 GLP-1R CRE-luciferase, luminescence, 24 h; GLP-1R form is constitutively active. Glucagon-like peptide 1 receptor (Homo sapiens), P43220. AID 624417, 2012. Potency, µM (series often up to 38.3 µM), for inactives: top-dose activity change, negative = inhibition, usual class: inhibitors; note: potency is the fitted concentration of half-maximal effect; % is set by controls: 0 for no effect and ±100 for the full control effect; nearly all actives have a fitted effect of over 55% in size
Target sequence (P43220 whole entry, looked up): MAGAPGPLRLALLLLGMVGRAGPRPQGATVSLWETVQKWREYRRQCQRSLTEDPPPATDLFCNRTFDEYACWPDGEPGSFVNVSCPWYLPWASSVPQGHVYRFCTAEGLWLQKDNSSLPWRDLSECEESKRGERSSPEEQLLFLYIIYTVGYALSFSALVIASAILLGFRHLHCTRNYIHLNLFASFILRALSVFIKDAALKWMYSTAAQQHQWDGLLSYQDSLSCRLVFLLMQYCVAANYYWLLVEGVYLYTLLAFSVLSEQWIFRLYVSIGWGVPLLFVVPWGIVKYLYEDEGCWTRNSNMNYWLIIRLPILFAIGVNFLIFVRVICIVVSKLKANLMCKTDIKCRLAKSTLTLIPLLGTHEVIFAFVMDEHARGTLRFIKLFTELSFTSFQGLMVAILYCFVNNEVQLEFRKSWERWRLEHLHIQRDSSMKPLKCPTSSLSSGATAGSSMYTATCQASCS
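Luminescence readout: a drop in cAMP-driven luciferase signal flags inverse agonism at a constitutively active GLP-1R stably expressed in HEK293. Compound exposure lasted 24 hr at 37 deg C, 5% CO2.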
Abeta rescue = qHTS for compounds that reverse cellular toxicity of Amyloid beta (A-beta) peptide in yeast: Primary Screen; Potency, µM (series often up to 46.1 µM), for the others: top-dose growth rescue, most hits filed as activators; AID 1347071, 2019; hit rate 0.063% among 410,000; yeast expressing A-beta42, growth rescue, OD600, 48 h; response scale: 0% DMSO, 100% iron-clioquinol control; note: potency is the fitted concentration of half-maximal effect; nearly all actives have a fitted effect of over 55% in size
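Growth rescue measured by 600 nm absorbance after 48 h yeast culture at 30 C with compound. Values normalized between DMSO and an equimolar ferric chloride plus clioquinol control.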
FUS suppressor = qHTS for Suppressors of FUS Proteinopathy: Primary screen using FUS-linked yeast assay; Potency, µM (doses to about 76.6 µM), for inactives: at the highest dose growth rescue (activation), hits mostly activators; AID 1347120, 2019; hit rate 0.24% among 390,000; S. cerevisiae FUS-expressing, growth rescue, OD600, 24 h;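 note: potency is the fitted concentration of half-maximal effect; plate controls were DMSO vehicle for no effect and reference control for full effect; nearly all actives have a fitted effect of over 55% in size; some results filed as inactive show a strong effect at the top dose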
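Compound concentration series was pinned onto galactose-induced FUS-expressing yeast seeded at OD 0.005. Plates sat 24hr at 30C; absorbance at 600 nm gave growth. DMSO served as background control.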
aSyn yeast inh = qHTS of alpha-syn Inhibitors; Yeast expressing alpha-synuclein, growth rescue, BacTiter-Glo, 24 h; Potency, µM (top dose mostly 46.1 µM), for inactives: at the highest dose growth rescue (activation), most hits filed as activators; hit rate 0.14% among 370,000; AID 652106, 2013; note: potency is the fitted concentration of half-maximal effect; % of control where 0% means no effect; nearly all actives have a fitted effect of over 65% in size
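Galactose-induced alpha-syn yeast (OD600=0.02, raffinose-pregrown) + pinned cpd, 24 hr, 30 deg C; growth by BacTiter-Glo luminescence. Growth restoration scores as activation.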
Mm-Cpn inhibitor = Inhibitors of TCP-1 ring complex (TRiC) of Methanococcus maripaludis (MmCpn): qHTS | purified Mm-Cpn ATPase, ADP Transcreener TR-FRET | hit rate 0.031% among 330,000 | Potency, µM (series often up to 76.9 µM), for inactives: top-dose activity, negative = inhibition, most hits filed as inhibitors | Chaperonin Mm-Cpn (Methanococcus maripaludis); note: potency is the fitted concentration of half-maximal effect; % is set by controls: 0 for no effect and ±100 for the full control effect; nearly all actives have a fitted effect of over 80% in size
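Eu-cryptate anti-ADP/ADP-d2 competition gives a ratio inversely related to ADP. Enzyme at 25 nM was pre-exposed to compound for 10 min, then given 10 uM ATP for 30 min, 37°C throughout.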
HEK293 tox = qHTS of GLP-1 Receptor Inverse Agonists: Cytotox Screen. HEK293 cAMP-luciferase reporter cells, luminescence, 24 h. Potency, µM (titrated, usually from 38.3 µM), inactives show top-dose activity change, negative = inhibition, most hits filed as inhibitors. hit rate 0.13% among 410,000. AID 624418, 2012;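 note: loss of luciferase light is scored as toxicity; potency is the fitted concentration of half-maximal effect; % is set by controls: 0 for no effect and ±100 for the full control effect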
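1536-well qHTS counterscreen of the MLSMR; 200 cells/uL, 12 h pre-incubation, 23 nL cpd, 24 h at 37 deg C 5% CO2, luciferase detection reagent, 12 min RT, luminescence. Inhibition = undesired.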
pAkt inh = HTS Assay for Inhibitors of Akt Phophorylation: Primary Screen. activity change, % for hits at 50 µM. Neuro2A IGF-stimulated pAkt S473 HTRF, 20 min; active compounds read low. hit rate 0.32% among 360,000. AID 651550, 2012; in the data active = activity change below about -80%; inconclusive = mostly about -51% to -80%; note: % is set by controls: 0 for no effect and ±100 for the full control effect
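Single-point screen (50 µM final compound) in Neuro2A cells stimulated 20 min with 6 nM IGF at 37 deg C. After lysis, Ser473-phosphorylated Akt read by HTRF (ex 330 nm, em 615/665 nm) as the 665/615 ratio.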
TDP43 rescue = qHTS of TDP-43 Inhibitors; AID 652104, 2013; Potency, µM (highest dose often 46.1 µM), for inactives: at the top dose growth rescue (activation), most hits filed as activators; hit rate 1.8% among 410,000; TDP-43 expressing yeast growth rescue, BacTiter-Glo, 24 h; note: potency is the fitted concentration of half-maximal effect; % of control where 0% means no effect; nearly all actives have a fitted effect of over 50% in size
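Readout is BacTiter-Glo luminescence of cell growth, so inhibitors register as activators. TDP-43-expressing yeast at OD600=0.02 in galactose medium, after raffinose pregrowth to mid-log, were incubated with compound for 24 hr at 30 deg C.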
The depositor's hits bear a star; i = inactive; ? = inconclusive; . = not tested or not shown; [ ] = remark or other dose. Unless noted, calls come from the whole dose curve; as a rule, active = well fitted curve in the direction sought with a large enough effect; inconclusive = small, poorly fitted or top-dose-only effect, or another doubt; inactive = no such curve, though single readings can be large; an effect the other way counts as inactive or inconclusive.

no.	mol	PTHR1 agonist	GLP1R inv ag	Abeta rescue	FUS suppressor	aSyn yeast inh	Mm-Cpn inhibitor	HEK293 tox	pAkt inh	TDP43 rescue
1	C[C@@H]1COC(=O)[C@H](Cc2ccc(F)cc2)CC/C=C/C[C@@H](CC(=O)N[C@H](CO)Cc2ccccc2)C(=O)N1	i	11.9%	4.1%	32.7%	2.5%	-2.6%	4.2%	i	20.7%
2	O=C(Nc1cccc(S(=O)(=O)N2CCCCC2)c1)C1CCN(C(=O)c2ccc(Cl)cc2)CC1	-27.9%	?	4.6%	.	3.5%	1.9%	-20.7%	i	-7.3%
3	CC(Oc1ccc([N+](=O)[O-])cc1Cl)C(=O)Nc1ccc(C(N)=O)cc1 (stereo not drawn)	i	9.4%	-4.7%	-15.3%	2.7%	-1.8%	-2.1%	i	20.5%
4	Cc1ccc(S(=O)(=O)N2C[C@H]3C(=O)C[C@@H](c4ccccc4)N(S(=O)(=O)c4ccc(C)cc4)[C@H]3C[C@H]2c2cccc(C)c2)cc1	3.2%	17.0%	5.0%	22.8%	2.6%	.	3.1%	i	23.8%
5	COC(=O)c1sc(NC(=S)NC(=O)c2cccc(Br)c2)nc1C	-4.0%	18.1%	-10.8%	-21.8%	2.3%	-7.7%	5.0%	i	4.5%
6	CCCCc1ccc(NC(=O)Cn2cnc3c(oc4ccccc43)c2=O)cc1	-18.6%	13.6%	-7.2%	-6.0%	.	.	2.5%	.	0.0%[9.22 µM]
7	CCCc1nc2c3ccccc3ccn2c1Cc1cccc(F)c1	-6.8%	?	-9.2%	-21.4%	-2.0%	.	7.0%	i	-5.0%
8	COc1cc(OC)c2c(-c3ccccc3)cc(=O)oc2c1C(CC(=O)N1CCN(c2ccccc2)CC1)c1ccc(N(C)C)cc1 (stereo not drawn)	-15.3%	10.4%	-5.5%	25.4%	5.3%	2.0%	5.4%	i	4.1%
9	O=C(CSc1n[nH]c(-c2cccnc2)n1)Nc1ccc(Cl)cc1	i	13.6%	1.3%	7.7%	2.9%	0.6%	-2.4%	i	-9.2%
10	CCOc1ccc(NC(=O)c2sc3ccccc3c2Cl)cc1	-16.2%	15.1%	-6.8%	-2.0%	.	.	-2.9%	.	13.1%
11	Cc1nn(CC(=O)NCC(C)c2ccccc2)c(=O)c2cc3occc3n12 (stereo not drawn)	i	-5.8%	10.1%	3.4%	1.7%	0.2%	-4.4%	i	-2.0%
12	CCOC(=O)c1[nH]c(C)c(/C=N/O)c1C	i	23.1%	-0.9%	-23.0%	0.1%	1.2%	-7.6%	i	10.6%

Entries of single compounds from above.
Cc1nn(CC(=O)NCC(C)c2ccccc2)c(=O)c2cc3occc3n12 (stereo not drawn) as listed: PTHR1 agonist: i; GLP1R inv ag: -5.8%; Abeta rescue: 10.1%; FUS suppressor: 3.4%; aSyn yeast inh: 1.7%; Mm-Cpn inhibitor: 0.2%; HEK293 tox: -4.4%; pAkt inh: i; TDP43 rescue: -2.0%
C[C@@H]1COC(=O)[C@H](Cc2ccc(F)cc2)CC/C=C/C[C@@H](CC(=O)N[C@H](CO)Cc2ccccc2)C(=O)N1 as listed: PTHR1 agonist: i; GLP1R inv ag: 11.9%; Abeta rescue: 4.1%; FUS suppressor: 32.7%; aSyn yeast inh: 2.5%; Mm-Cpn inhibitor: -2.6%; HEK293 tox: 4.2%; pAkt inh: i; TDP43 rescue: 20.7%

Remaining list, next part
no.	mol	PTHR1 agonist	GLP1R inv ag	Abeta rescue	FUS suppressor	aSyn yeast inh	Mm-Cpn inhibitor	HEK293 tox	pAkt inh	TDP43 rescue
13	CCCCCn1c(N2CCC(Cc3ccccc3)CC2)nc2c1c(=O)[nH]c(=O)n2C	-94.8%[inhibitor]	?	-16.5%	?	-45.5%[inhibitor]	.	?	i	-67.2%[inhibitor]
14	CCC1CCCCN1Cc1c(O)ccc2c(=O)c(-c3ccccc3OC)coc12 (stereo not drawn)	i	12.6%	9.4%	17.9%	9.0%	.	-7.3%	i	13.3%
15	COc1ccc(-c2c(C(=O)c3ccc(Br)cc3)[nH]c(N)c2C(=O)c2ccccc2)cc1OC	-88.5%[inhibitor]	-9.8%	-8.7%	-3.7%	5.0%	.	-16.8%	i	23.1%
16	O=C1Nc2ccccc2-n2nnnc2C1N1CCN(c2ccc(C(F)(F)F)cc2[N+](=O)[O-])CC1 (stereo not drawn)	-31.5%[inhibitor]	?	8.2%	?	-7.1%	.	-14.1%	i	17.6%
17	O=C(COc1ccccc1)N1CCCC1	i	7.2%	-9.4%	-5.9%	-1.5%	1.2%	22.0%	i	-16.5%
18	COc1ccc(/C=C2\CCc3ccccc3C2=O)cc1OC	-43.7%[inhibitor]	-2.3%	-28.1%	.	-3.7%	-1.8%	-13.8%	i	?
19	Cc1ccc(-n2c(SCC(=O)NCCN3C(=O)CSC3=O)nnc2-c2ccccc2F)cc1	i	-27.8%	3.2%	.	-0.2%	-1.4%	-17.9%	i	-2.9%
20	COC(=O)c1sc(S(=O)(=O)N2CCN(CCO)CC2)c(C(=O)OC)c1C	i	5.4%	-7.2%	6.6%	-2.9%	-2.1%	2.4%	i	-12.2%
21	O=C(c1cn(CC2CCCCC2)nn1)N1CCN(c2ccc(F)cc2)CC1	-29.4%	?	10.1%	21.0%	8.3%	1.7%	1.3%	i	?
22	Cc1ccc(S(=O)(=O)N2CCc3ccccc3C2CN2C(=O)c3ccccc3C2=O)cc1 (stereo not drawn)	i	?	2.3%	23.5%	6.8%	?	0.2%	i	16.9%
23	Cc1ccccc1-n1c(N)c(C(=O)Nc2ccc(F)cc2)sc1=S	-13.8%	19.4%	-3.4%	14.1%	-0.7%	-5.0%	2.1%	i	-5.0%[9.22 µM]
24	COc1cccc(NC(=O)COC(=O)c2ccccc2SCC(=O)N2CCCC2)c1	-15.9%	-6.7%	3.2%	16.9%	2.5%	-1.4%	9.2%	i	12.7%
25	C/C(=C\c1cccc(Cl)c1Cl)C(=O)c1c(C)cc(C)[nH]c1=O	i	0.0%	-12.3%	25.0%	0.0%	2.1%	-11.3%	i	-8.2%
26	CCOC(=O)C1=CCC2C(=O)N(CC)C(=O)C12 (stereo not drawn)	i	6.4%	-14.8%	-6.0%	-8.5%	.	3.8%	i	8.9%
27	CSc1nnc(-c2sccc2OCc2ccccc2)n1C	-37.1%[inhibitor]	0.0%	5.6%	11.8%	-4.4%	1.0%	9.5%	i	2.3%
28	O=C(O)CCc1ccc(-c2ccc(F)cc2)n1NC(=O)c1ccco1	i	1.6%	23.7%[9.22 µM]	-21.3%	2.7%	?	-3.5%	i	13.8%
29	O=C(CSc1nc2c([nH]c3ccccc32)c(=O)n1-c1ccccc1F)NCC1CCCO1 (stereo not drawn)	i	-11.0%	-1.2%	17.3%	-2.1%	1.3%	-15.6%	i	-19.1%
30	COc1ccc2oc(-c3ccc(C)c(NC(=O)c4ccc(-c5ccccc5[N+](=O)[O-])o4)c3)nc2c1	-18.4%	13.2%	-12.8%	0.3%	.	.	0.9%	.	-9.3%
31	Cc1ccc(CSCC(=O)N2CCN(Cc3ccc4c(c3)OCO4)CC2)cc1	?	?	24.3%	8.1%	14.4%	1.0%	0.8%	i	-5.2%
32	CC1CCN(C(=O)C(C)c2ccc([N+](=O)[O-])cc2)CC1 (stereo not drawn)	-10.5%	12.1%	-8.5%	-6.6%	0.3%	0.4%	-13.9%	i	18.4%
33	CN(CC(=O)Nc1cccc(F)c1)C(=O)c1ccc2c(=O)n3c(nc2c1)CCC3	i	6.8%	9.6%	17.4%	1.5%	0.1%	-4.5%	i	21.8%
34	C/C(=N\O)C(=O)NCc1ccncc1	i	13.0%	-19.1%	-19.3%	-12.3%	-1.0%	14.1%	i	-4.1%
35	CC(=O)Nc1cccc(NC(=O)CSc2nc3c(c(=O)n(C)c(=O)n3C)n2C)c1	i	7.7%	-4.1%	6.7%	3.1%	-0.1%	-2.6%	i	-0.4%
36	Cc1c(C(N)=O)sc2ncn(CC(=O)N(C)C3CCCCC3)c(=O)c12	i	1.0%	-15.2%	4.5%	2.1%	0.2%	-0.4%	i	-16.1%
37	O=C(/C=C\Nc1ccc(S(=O)(=O)Nc2ncccn2)cc1)c1cccc2ccccc12	i	4.8%	21.4%	10.5%	3.6%	-3.9%	3.4%	i	4.4%
38	COc1ccc(C(c2sc3ncnn3c2O)N2CCN(c3ccccc3F)CC2)cc1OC (stereo not drawn)	-52.9%[inhibitor]	71.3%[activator]	12.8%	20.5%	-0.4%	-1.0%	2.5%	i	12.8%
39	COCCN(C(=O)COC(=O)Cc1ccc(Cl)cc1Cl)c1c(N)n(Cc2ccccc2)c(=O)[nH]c1=O	i	3.1%	5.7%	6.2%	3.5%	2.7%	-1.3%	i	9.4%
40	Cc1nc(C)c(C(=O)C2=C(O)C(=O)N(CCN(C)C)C2c2ccco2)s1 (stereo not drawn)	-4.8%	1.3%	5.1%	-21.5%	-2.3%	0.4%	4.3%	i	1.9%
41	CCOC(=O)C1CCN(C(=O)c2cc3cc4cc(OC)ccc4nc3o2)CC1	-3.1%	24.0%	-0.5%	17.6%	2.5%	0.4%	-5.6%	i	28.0%

Compound activity as filed in PubChem.

A portion of the library, so the mix of outcomes need not match the whole.
